Screening data deposited in PubChem BioAssay by National Center for Advancing Translational Sciences (NCATS).
Lipid storage S3 = qHTS Assay for Lipid Storage Modulators in Drosophila S3 Cells; Drosophila S3 cells, BODIPY lipid droplet fluorescence, 18-24 h; cells fed with added oleic acid; Potency in µM for hits, for the others lipid storage change, negative = inhibition, % at the top dose, mostly 46.1 µM; actives 0.64% (n = 320,000); AID 2685; active = well fitted inhibition curve with a large enough effect in the signal ratio, with a control signal flat, not every such curve was filed as active; inconclusive = small, poorly fitted or top-dose-only effect, or effect the other way, or a change in a side signal; the % refers to the signal ratio
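Drosophila S3 cells got compounds at several concentrations plus oleic acid (400 uM solution). Laser-scanning cytometry with 488 nm excitation read lipid droplets at 500-530 nm and cells at 575-640 nm. Percent activity was relative to 20 uM Triacsin C.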
Lipid storage S3 cell count max = further read-out of Lipid storage S3, marked with its call; cell number change, %; measured here: cell count max response;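 cells counted by Cell Tracker Red CMTPX staining in the red channel; peak over a dose series mostly up to 46.1 µM; percent activity relative to internal control wells on each plate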
Starred values were filed as active, the others as inactive; i = inactive; ? = inconclusive; . = no result given. % is set by controls: 0 for no effect and ±100 for the full control effect; potency is the fitted concentration of half-maximal effect. These rows are one share of the data (hit frequency here may not be typical).

structure	Lipid storage S3	Lipid storage S3 cell count max
CCOc1ccc(NC(=O)c2ccc(CNc3c(NC4CCCCC4)c(=O)c3=O)cc2)cc1	?	.
O=C(c1cc(-c2ccccc2)nn1-c1ccccc1)N1CCN(S(=O)(=O)c2cccc(F)c2)CC1	1%	5
Cc1ccc(C(=O)COC(=O)c2nc3nccc(C)n3n2)c(C)c1	?	.
CC(C)C(=O)NC(Nc1cc(C(F)(F)F)ccc1Cl)C(Cl)(Cl)Cl (stereo not drawn)	?	.
Cc1cnc(C(=O)Nc2ccc3c(c2)CCC3)cn1	?	.
Cc1cccc(CNC(=O)c2ccc3c(c2)N(C)CCS3)c1	-9%	21
COC(=O)c1ccc(-c2ccco2)n1Cc1cc(C)ccc1C	?	.
O=C(NCCCN1CCOCC1)c1ccc2c(=O)n(CCc3ccccc3)c(=O)[nH]c2c1	i	.
CC1Cc2ccccc2N1S(=O)(=O)c1cccc(C(=O)NCCCn2ccnc2)c1 (stereo not drawn)	6%	-2
O=C(NC1=NCCS1)c1ccc(Cl)c(Cl)c1	1%	-2
COc1ccc(C2CC(c3cccs3)=NN2C(=O)CCC(=O)O)cc1OC (stereo not drawn)	?	.
Cc1[nH]nc2c1C(c1ccccc1F)CC(=O)N2 (stereo not drawn)	0%	-4
CCn1c(C)c(C(C)=O)c(N2CCN(c3ccc(OC)cc3)CC2)nc1=S	?	.
CCn1cc(NC(=O)Nc2ccccc2C(=O)OC)c(C(N)=O)n1	?	.
O=C(NCc1ccccc1)C1CCCN1S(=O)(=O)c1ccc(Cl)cc1 (stereo not drawn)	-13%	-1
CCOC(=O)C1CCCN(S(=O)(=O)c2cc3c4c(c2)CCC(=O)N4CCC3)C1 (stereo not drawn)	?	.
NC(=O)c1sc2nc(-c3ccccc3)c3c(c2c1N)CCCC3	0%	-1
CCCCn1c(=N)n(CC(O)COc2ccc(C)cc2)c2ccccc21 (stereo not drawn)	?	.
Cn1c(=O)c2c(nc(N3CCCCCC3)n2CC(=O)c2ccccc2)n(C)c1=O	12%	7
Cc1ccc(C(=O)Oc2ccccc2N2C(=O)C3C4CCC(C4)C3C2=O)cc1 (stereo not drawn)	?	.
Cc1ccc(C(=O)NCC(=O)OC(C)C(=O)NC2CCCc3ccccc32)cc1 (stereo not drawn)	?	.
CC(/C=N/NC(=O)Cn1cnc2c1c(=O)n(C)c(=O)n2C)=C\c1ccccc1	?	.
COc1ccc(C2=NOC(C(=O)Nc3ccc4c(c3)OCO4)C2)cc1OC (stereo not drawn)	0%	0
O=C(COC(=O)c1ccccc1NC(=O)C1CC1)c1ccc2c(c1)OCCO2	3%	-13
Cc1ccc(-c2nnn(CC(=O)NC3CC4CCC3C4)n2)cc1 (stereo not drawn)	?	.
O=C(Nc1nnc(SCC(=O)N2CCCCC2)s1)c1ccccc1F	i	13
CC[C@H](C)Cc1cn([C@@H](CCCCN)C(=O)NCCCCCCCCCCC(=O)N2CCNCC2)nn1	14%	12
CC(=O)N1N=C(c2cccs2)CC1c1ccc(C)o1 (stereo not drawn)	?	.
O=C(CN(C1CCCCC1)S(=O)(=O)c1ccccc1)N1CCCC1	?	.
COc1ccc(CNC(=O)Cc2ccc(NC(=O)C3=C(C)OCCS3)cc2)cc1	?	.

Among those listed so far, 2 have an NH in an aromatic ring.
structure	Lipid storage S3	Lipid storage S3 cell count max
O=C(NCCCN1CCOCC1)c1ccc2c(=O)n(CCc3ccccc3)c(=O)[nH]c2c1	i	.
Cc1[nH]nc2c1C(c1ccccc1F)CC(=O)N2 (stereo not drawn)	0%	-4

Other entries follow:
structure	Lipid storage S3	Lipid storage S3 cell count max
C/C(=N/NC(=O)c1ccc(Cn2cccn2)o1)c1cccc(NC(=O)c2ccncc2)c1	?	.
Cc1ccc(-c2c(C(=O)N/N=C/c3cccs3)nnn2-c2nonc2N)cc1	i	-27
O=C(NC(Cc1ccccc1)C(=O)N1CCCCC1)c1ccccc1 (stereo not drawn)	2%	2
O=C(Nc1ccccc1Cl)OCc1cncs1	?	.
CO/N=C/c1ccc(N2CCCC2)c([N+](=O)[O-])c1	?	.
O=C(Nc1ccccc1)c1nc[nH]c1C(=O)N1CCc2ccccc2C1	?	.
CC(C)(C)OC(=O)N[C@@H](Cc1c[nH]c2ccccc12)c1nnc(SCC(N)=O)o1	?	.
O=C(c1ccc(Br)o1)N(c1ccccn1)C1CCCCC1	20%	-40
Cn1c(SCc2cccc3ccccc23)nnc1-c1ccco1	?	.
O=Cc1ccc(-c2ccccc2C(=O)O)o1	?	.
Cc1cc(C(=O)COC(=O)c2ccc(NC(=O)CC#N)cc2)c(C)n1CCc1ccc(F)cc1	?	.
COc1ccc(N(CC(=O)N2CCCC2)S(C)(=O)=O)cc1	-4%	-11
Cc1ccc(CNC(=O)c2c(C)cc(=O)oc2C)cc1	?	.
Cc1cc(C(C)C)n2c(nc3ccccc32)c1C#N	?	.
CCc1cccc(NC(=O)Cn2cccc2)c1	-5%	-6
Cn1nccc1C(=O)N1CCN(c2cccc(C(F)(F)F)c2)CC1	?	.
COC(=O)C1Sc2[nH]c(=O)sc2C2c3ccccc3OC(=O)C12 (stereo not drawn)	-6%	18
COc1ccc(-c2ccc(=O)n(Cc3ccccc3)n2)cc1	-12%	-7
CCN1CCN(C(=O)c2nn(-c3ccccc3)c(=O)c3ccccc23)CC1	?	.
Cc1ccc(C)c(S(=O)(=O)Nc2cc(SCC(=O)O)c(O)c3ccccc23)c1	?	.
Cc1cc(C)cc(N(C(=O)C2CCCC2)C2C=CS(=O)(=O)C2)c1 (stereo not drawn)	2%	18
Cc1cc(-c2n[nH]c(=S)n2Cc2ccco2)nn1C	6%	-1
COc1ccccc1-c1nc(S(=O)(=O)c2ccc(Cl)cc2)c(N(C)C)o1	?	.
COc1cc(/C=N/Nc2ccc(Cl)nn2)cc(OC)c1O	?	.
CCOC(=O)C(=O)N(Nc1ccccc1C)c1ccccc1C	2%	7
Cc1nnc2sc(SCC(=O)Nc3ccc(Cl)cc3)nn2c1=O	0%	-12
O=C(C[n+]1ccc(/C=C/c2ccccc2)cc1)c1ccc2c(c1)OCCO2	-6%	5
CCCCc1nc(Cl)c(C#N)c2c1CCC2	16%	15
CC(C)[C@H]1C=C(C(=O)O)O[C@@H](OCc2ccc(CO)cc2)C1	-1%	.
CN1C(=O)CSC1=S	?	.

(further entries)
structure	Lipid storage S3	Lipid storage S3 cell count max
Cc1cc(C)c(Cn2c3ccccc3c3cnn(CC(=O)NCc4ccccn4)c(=O)c32)c(C)c1	15µM*	18*
O=C(Nc1ccncc1)C1CCN(S(=O)(=O)c2cccc(C(F)(F)F)c2)CC1	10%	-3
O=C(CCN1C(=O)/C(=C/c2ccccc2F)SC1=S)Nc1ccccn1	-15%	23
COCCCn1cnc2c(c1=O)c1nc3ccccc3nc1n2CCc1ccccc1	26%	0
O=C(c1cc(COc2ccc(F)cc2Cl)on1)N1CCCC(OCc2cccnc2)C1 (stereo not drawn)	-18%	-4
CC(C)CC(=O)Nc1ccc(C(=O)Nc2cccc(O)c2)cc1	-16%	3
COc1ccc(/C=N/NC(=O)c2ccoc2C)cc1O	?	.
Cc1ccc(-n2nc3c(c2NC(=O)c2cccs2)CSC3)cc1	?	.
O=S(=O)(c1ccccc1)c1cnn2c(C(F)(F)F)cc(-c3ccc(F)cc3)nc12	19%	16
CC(C)(Oc1cccc2ccccc12)C(=O)O	?	.
CC1CN(C(=O)COC(=O)COc2ccc(C#N)cc2)CC(C)O1 (stereo not drawn)	-15%	-27
CCOC(=O)C1=C(C)N(CCCC(=O)O)C(=O)NC1c1ccc([N+](=O)[O-])cc1 (stereo not drawn)	?	.
CC1CCN(S(=O)(=O)N2CCCC(C(=O)NCc3ccccc3Cl)C2)CC1 (stereo not drawn)	-19%	14
Cc1cc(C)c2oc(=O)cc(CN3CCCCC3)c2c1	18%	-2
CCn1c2ccccc2c2cc(/C=N/NC(=O)c3ccc(O)cc3)ccc21	-8%	0
O=C(NCCOc1ccc2ccccc2c1)c1cncc(Br)c1	22%	15
Cc1ccc(OCCCC(=O)NNC(=O)c2ccncc2)cc1	?	.
CCN(CC)CC(C(=O)N(CC)CC)P(=O)(c1ccccc1)c1ccccc1 (stereo not drawn)	?	.
COc1ccc(C(=O)Nc2c(C)cc(C)cc2C)cc1OC	?	.
Cc1ccc(C)c(NC(=O)CCC(=O)N2CCOc3ccccc32)c1	1%	-6
On1nnc2ccc(C(F)(F)F)cc21	-16%	-4
O=C(c1cccc(OC2CCN(Cc3cccc(OCCO)c3)CC2)c1)N1CCCC1	?	.
CCN(CC)S(=O)(=O)c1ccc(Cl)c(C(=O)Nc2nnc(C)s2)c1	?	.
Cc1cc(C)cc(C(=O)Nc2ccc(N3CCN(S(C)(=O)=O)CC3)cc2)c1	0%	8
O=C(CN1CCN(c2ccc(F)cc2)CC1)OCc1ccccc1	?	.
COc1ccc2c(c1)cc(C(=O)O)n2C	?	.
Cc1cccc(NC(=O)C2CCCN2C(=O)OCC(C)C)c1C (stereo not drawn)	-2%	16
Cc1ccc(OCCCN2CCOCC2)cc1	-6%	-21
Cn1cccc1-c1cc(C(=O)O)[nH]n1	?	.
CC12CCC(C(=O)N(NC(=O)c3ccccc3O)C1=O)C2(C)C (stereo not drawn)	?	.

Single records, as listed above. Values in the order: Lipid storage S3	Lipid storage S3 cell count max
O=C(c1cc(COc2ccc(F)cc2Cl)on1)N1CCCC(OCc2cccnc2)C1 (stereo not drawn) is listed as -18%	-4
CC12CCC(C(=O)N(NC(=O)c3ccccc3O)C1=O)C2(C)C (stereo not drawn) is listed as ?	.
CC(C)CC(=O)Nc1ccc(C(=O)Nc2cccc(O)c2)cc1 is listed as -16%	3

Random excerpt: 2 compounds from above, in no set order.
structure	Lipid storage S3	Lipid storage S3 cell count max
COc1ccc2c(c1)cc(C(=O)O)n2C	?	.
O=C(NCCOc1ccc2ccccc2c1)c1cncc(Br)c1	22%	15

(list continues)
structure	Lipid storage S3	Lipid storage S3 cell count max
COc1ccc(-c2noc(N3CCC(C(=O)Nc4ccc(OC)c(OC)c4)CC3)n2)cc1	?	.
Cc1cc(-c2nc3ncccc3o2)ccc1N	0%	10
CCN(CC(=O)Nc1ccc(NC(C)=O)cc1)C(=O)c1cc(CN2C(=O)c3ccccc3C2=O)ccc1OC	i	-3
Nc1nc(Oc2ccc(F)cc2)c(Br)c(=O)[nH]1	?	.
O=C(NCc1ccccn1)c1cccc(S(=O)(=O)Nc2ccccc2Cl)c1	?	.
CN(C(=O)COC(=O)C12CC3CC(CC(Cl)(C3)C1)C2)C1(C#N)CCCCC1	22%	-16
NC(=O)c1cc2ccccc2o/c1=N/NC(=O)c1cccc(Cl)c1	?	.
COc1cc(C)nc(N2CCCC(C(=O)Nc3cccc(Cl)c3Cl)C2)n1 (stereo not drawn)	i	.
O=C(Nc1ccccc1)N(CCc1nc2ccccc2[nH]1)C1CCCC1	17%	-16
Cc1ccc(NC(=O)CSc2nnc(Cc3csc(C)n3)o2)c(C)c1	?	.
CCN(c1ccc(NC(=O)COC(=O)CCc2cc(OC)c(OC)c(OC)c2)cc1)C(C)C	16%	-3
COc1ccccc1CNC(=O)C(NC(=O)c1ccc(C)cc1)C(C)C (stereo not drawn)	0%	21
CC(=O)Nc1ccc(NC(=O)C(C)Sc2n[nH]c(-c3ccc(C)cc3)n2)cc1 (stereo not drawn)	i	.
COc1ccc(CCn2c(=N)c(C(=O)NCC3CCCO3)cc3c(=O)n4cccc(C)c4nc32)cc1OC (stereo not drawn)	?	.
CCn1cnc2sc(C(=O)O)c(C)c2c1=O	i	.
C=CCn1c(SCc2ccccc2)nc2c1c(=O)[nH]c(=O)n2C	-1%	-17
CCOC(=O)/C(=N\Nc1cc(Cl)ccc1Cl)N1CC(C)OC(C)C1 (stereo not drawn)	?	.
COc1ccc2[nH]c(=O)c(CN(C(=O)C3CCCO3)c3ccc(C)cc3)cc2c1 (stereo not drawn)	23%	-17
c1ccc(Oc2cccc(NC3=NCCC3)c2)cc1	?	.
COc1ccc([C@H]2CC(=O)C=C(c3ccccc3Oc3ccccc3)C2)cc1	?	.
CCc1ccc(N2C(=O)C3C(C2=O)N2CCCN2C3c2ccccc2)cc1 (stereo not drawn)	8%	-9
Cc1ccc(C(=O)OCC(=O)Nc2ccc(N(C)C)cc2)cc1NC(=O)c1ccco1	?	.
C=CCN(C(=O)c1csnn1)C(C(=O)NC1CCCCC1)c1ccccc1 (stereo not drawn)	?	.
CCn1c(=O)c2cc(C(=O)NCC(OC)OC)sc2c2ccccc21	-1%	25
Cc1ccc(NC(=O)C2CCN(S(=O)(=O)c3c(C)noc3/C=C/N(C)C)CC2)cc1	?	.

In the list so far, two contain a nitro group on carbon:
structure	Lipid storage S3	Lipid storage S3 cell count max
CO/N=C/c1ccc(N2CCCC2)c([N+](=O)[O-])c1	?	.
CCOC(=O)C1=C(C)N(CCCC(=O)O)C(=O)NC1c1ccc([N+](=O)[O-])cc1 (stereo not drawn)	?	.
